mcGAS inh: blocks mouse cGAS activity. 0.15% of 160,000 active. AID 1259399. inhibition, % at 12.5 µM. recombinant cGAS, Kinase-Glo ATP depletion luminescence;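 note: 0% = negative control wells and 100% = reference inhibitor with no enzyme activity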
hcGAS inh: inhibitors of human cGAS | recombinant h-cGAS, ATP depletion, Kinase-Glo luminescence | inhibition, % at 12.5 µM | 0.081% of 290,000 active;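 note: 0% = vehicle reaction and 100% = reaction without DNA for no activity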
Target sequence (Q8N884 whole entry, looked up): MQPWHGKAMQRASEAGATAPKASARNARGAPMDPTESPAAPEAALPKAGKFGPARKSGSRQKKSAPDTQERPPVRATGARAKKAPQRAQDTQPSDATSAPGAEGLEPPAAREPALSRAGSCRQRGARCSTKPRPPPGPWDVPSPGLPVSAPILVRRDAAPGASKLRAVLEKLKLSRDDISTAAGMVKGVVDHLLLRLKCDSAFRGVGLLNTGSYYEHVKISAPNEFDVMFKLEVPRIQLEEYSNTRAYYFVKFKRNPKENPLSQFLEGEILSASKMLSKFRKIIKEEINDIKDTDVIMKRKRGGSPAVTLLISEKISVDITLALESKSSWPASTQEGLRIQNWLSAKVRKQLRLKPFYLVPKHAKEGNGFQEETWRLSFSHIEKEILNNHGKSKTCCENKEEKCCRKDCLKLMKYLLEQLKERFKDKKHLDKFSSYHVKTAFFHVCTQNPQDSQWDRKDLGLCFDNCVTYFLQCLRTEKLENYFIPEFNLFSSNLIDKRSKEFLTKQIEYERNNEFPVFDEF
NPYLR7 agonist: activates Aedes aegypti NPYLR7 receptor; HEK293T NPYLR7/Galpha15, GCaMP6s calcium fluorescence; activation, % at 10 µM; 0.15% of 270,000 active; in the data active = activation above about 40%;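 note: 0% = vehicle and 100% = reference agonist at the receptor; some compounds past the cut are filed as inactive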
The depositor's hits bear a star; nt = no result given; & = joins results of further samples. Cut-off read from the data, not from the text of the source, unless noted: active = inhibition above about 40%; inactive = the rest.

SMILES	mcGAS inh	hcGAS inh	NPYLR7 agonist
CCOC(=O)CC1CCCCN1Cc1nc(-c2cccc(F)c2)oc1C (configuration not stated)	nt	2.8	0.0
Cc1cc(C=C2Sc3ccccc3N2C)cc(C)[n+]1-c1ccccc1	nt	-2.7	75.5*
CC(C)c1ccc(S(=O)(=O)N=C2C=C(Cl)C(=O)c3ccccc32)cc1	nt	9.0	5.5
NC(=O)c1ccnc(N2CCC(N3CCCC3=O)CC2)c1	nt	-5.0	0.1
O=C(OCCc1cn[nH]c1C(F)(F)F)c1ccc2c(c1)OCCO2	nt	-5.6	-1.2
Cc1cc(CNC(=O)CC2C(=O)NCCN2CC(c2ccccc2)c2ccccc2)nn1C (configuration not stated)	-3.9	-1.4	-1.7
O=C1OC(c2cccc([N+](=O)[O-])c2)=N/C1=C/c1cccnc1	nt	-3.6	-5.7
COC(=O)c1cc(N2C[C@H]3CC=C(C)C[C@H]3C2)ncn1	nt	-8.5	3.6
NC/C=C\C(=O)O	-3.3	-1.9	8.3
Cc1cc(C)cc(-c2nc3ccccn3c2NC(=O)c2ccccc2)c1	-8.3	-8.8	-7.0
COc1ccc(CCOC(=O)C2CCCCN2C(=O)c2cccnc2Nc2cccc(C)c2C)cc1OC (configuration not stated)	-2.3	-9.5	-6.6
CCc1nccn1CCC(=O)N[C@H]1CN(C(=O)COC)C[C@@H]1C1CC1	-5.3	-13.7	nt
CC(C)CC(=O)Nc1ccnn1C1CCN(Cc2ccc(Cl)s2)CC1	-13.0	-8.4	18.1
CC(C)Oc1ccc(-c2cc(C(=O)N/N=C\c3cccnc3)[nH]n2)cc1	-4.2	-6.3	0.9
CC1(C(=O)NS(=O)(=O)Cc2cccc(Cl)c2)CCN1C(=O)C1(c2ccc(Cl)cc2)CCC1 (configuration not stated)	nt	-9.7	1.6
O=C(Cc1ccon1)NC(c1ccccc1F)C1CCCC1 (configuration not stated)	nt	0.7	1.7
COc1cccc(-n2cnnc2C(c2ccccc2)c2ccccc2)c1	-8.8	-4.6	-0.2
CC(C)n1nccc1C(=O)N1CCN(c2nc3ccc(OC(F)(F)F)cc3s2)CC1	nt	-8.1	-0.3
COCCN1C(=O)/C(=C\c2ccco2)SC1=S	nt	-3.1	-2.0
CC1CN2C(=O)CN(C(=O)Nc3ccc(F)c(F)c3F)CC2c2ccccc21 (configuration not stated)	-4.4	-9.0	26.7
COc1cc(OC)cc(C(=O)Nc2c3c(nn2C(C)(C)C)CS(=O)C3)c1 (configuration not stated)	nt	-6.7	2.8
CCOc1c(C)cc(S(=O)(=O)Nc2ccc3c(c2)CN(C(=O)C(C)C)CC3)cc1C	nt	-3.3	5.1
CC1CCN(C(=O)Nc2ccc(Br)cc2)CC1	nt	-7.7	7.3
CC(C)c1noc(-c2ccc(NCc3ccccc3-n3cncn3)nc2)n1	nt	-2.1	6.8
CC1CC(N2CCn3c(nnc3C(C)C)C2)C(=O)O1 (configuration not stated)	nt	-12.8	9.9
SMILES	mcGAS inh	hcGAS inh	NPYLR7 agonist
COc1ccc(-c2noc(-c3c(SC)nn(CC(=O)NCc4ccccc4)c3N)n2)cc1OC	-5.4	-4.5	-3.2
CCOc1ccc(C2C3C(=O)CC(C)(C)CC3=Nc3ccccc3N2C(C)=O)cc1 (configuration not stated)	-7.5	-3.5	0.1
Cc1cc(NC(=O)c2ccc(F)cc2Cl)sc1C(=O)O	nt	-8.9	7.3
O=c1ccc(=O)n(Cc2nc(CCc3ccccc3)n[nH]2)[nH]1	nt	-6.4	7.5
COCCCN(CC(=O)N(CCc1c[nH]c2ccccc12)Cc1ccc(C(F)(F)F)cc1)C(=O)c1ccc(Cl)cc1	-4.9	-3.0	14.9
CCc1ccc(-c2nn(CC)c(=O)c3c2CCCC3)cc1S(=O)(=O)N1CCCC1	-6.9	-3.8	2.3
Cc1ccc(S(=O)(=O)N(C)c2c(C)ccc(S(=O)(=O)N3CCCC3)c2C)cc1	nt	-5.6	5.8
CN(CCCc1cnn(C)c1)C(=O)c1cccc(CC2CCNCC2)c1	-17.4	-8.3	2.4
COc1ccc(OC)c(-c2csc(NC(=O)CN3C(=O)COc4ccccc43)n2)c1	-1.5	2.2	-0.4
Clc1cc(C2CC(c3cccs3)=Nc3ccccc3S2)cc2c1OCO2 (configuration not stated)	nt	-7.8	6.5
CN(Cc1ccccc1)C(=O)NCc1ccnn1C	nt	-6.0	8.3
Cc1cccc(S(=O)(=O)N2CCN(CC(=O)c3ccc[nH]3)CC2)c1	-10.9	-7.4	-1.4
COc1cc(/C=C/CN2CCN(Cc3ccsc3)C(CCO)C2)ccc1O (configuration not stated)	nt	-4.9	2.5
CCOc1ccc(-c2cccc3cnccc23)cc1CNC	-16.5	-3.6	2.7
Cc1ccc(NC(=O)c2sc(=O)n(Cc3ccc(C(F)(F)F)o3)c2C)cc1	nt	0.7	3.0
COc1ccc(NC(=O)CSc2nc(=O)n3cc(C)ccc3n2)cc1	-6.8	-11.8	2.2
CC(=O)Nc1nonc1NC(=O)CSC1=NCCS1	nt	0.7	1.1
Cc1ccc2[nH]c(=O)nc(-c3ccccc3)c2c1	-2.8&2.5	0.2&5.0	-4.2&-2.5
CC(O)C1CCCCN1Cc1nnc2n(C)c(=O)c3ccccc3n12 (configuration not stated)	nt	2.6	-5.9
Cc1nc(C(=O)N2CCN(C(=O)C3CC3)CC2)nn1-c1ccc(Cl)cc1	-4.0	20.9	1.7
CCCn1c(C(=O)NC(C)(C)C)cc2c(=O)n(C)c(=O)n(C)c21	-7.6	-6.6	-2.6
CCOC(=O)CSC1N=C(OC)CC(=O)N1 (configuration not stated)	nt	-2.1	-1.4
CCCCCCCCCCCCCC(=O)Nc1ccc(N2CCc3ccccc3C2)c(C(=O)NCCCN2CCOCC2)c1	-4.0	0.1	7.8
COc1cc(C(=O)Nc2ccnn2Cc2ccc(Cl)cc2)cc(OC)c1OC	-7.7	-9.6	0.1
COc1ccc2cc(C(=O)C3CCCN(C(=O)/C=C/c4ccccn4)C3)ccc2c1 (configuration not stated)	-7.0	0.6	3.2
SMILES	mcGAS inh	hcGAS inh	NPYLR7 agonist
COC(=O)CSc1nnc(C(C)C)c2cnn(-c3ccccc3OC)c12	-15.5	-6.2	-11.8
CCc1nnc(NS(=O)(=O)c2ccc(N=Cc3c(C)[nH]n(-c4ccc(C)cc4)c3=O)cc2)s1	nt	-4.0	-11.4
COc1ccc(/C=C2\SC(=S)N(NC(=O)c3ccc(C)cc3)C2=O)cc1	-5.9	-5.8	-4.5
CNS(=O)(=O)c1cccc(C(=O)N2CCN(C/C=C/c3ccccc3)CC2)c1	nt	-4.7	-4.7
COc1cccc(Cc2nsc(N3CCCN(C(=O)Nc4cccc(F)c4)CC3)n2)c1	-1.3	-6.7	-1.5
C=CCNC(=O)NCC1CC(=O)N(CCc2ccccc2)C1 (configuration not stated)	nt	-17.6	8.0
CN(C)C(=O)c1ccc(N2CCC(NCCCn3nnc4ccccc43)CC2)cc1	nt	-7.9	5.6
Cc1ccc(C(=O)CSc2nnc(NC(=O)c3cccc4ccccc34)s2)cc1	-6.2	-4.1	-2.9
O=C1/C(=C/c2cc3c(cc2[N+](=O)[O-])OCO3)SC(=Nc2ccccc2)N1c1ccccc1	-3.3	0.6	1.6
CCN1CCc2c(sc(NC(=O)CN3C(=O)CCC3=O)c2-c2nc3ccccc3s2)C1	44.1*	44.7*	23.6
O=C(NC1CCN(c2ccccc2C(=O)N2CCOCC2)CC1)c1ccc(Br)cc1	-5.0	-5.3	16.4
Cc1ccc(C=c2sc(=C(C#N)C(=O)C(C)(C)C)n(CCCN3CCOCC3)c2=O)s1	nt	-14.2	18.4
COc1ccc(-n2c(SCC(=O)Nc3cc(C)on3)nc3c(c2=O)SCC3)cc1	nt	-2.5	13.9
CCC(C)N(Cc1ccc(OS(=O)(=O)c2cccc(C(F)(F)F)c2)cc1)C(=O)c1ccc(Cl)c(Cl)c1 (configuration not stated)	-0.4	-4.7	-11.1
O=C(NCc1ccccn1)C(Cc1ccccc1)NC(=O)C1CC(c2ccc3c(c2)OCO3)=NO1 (configuration not stated)	-5.0	-10.4	25.0
O=C(Nc1nn(Cc2ccc(Oc3ccccc3)cc2)c2ccccc12)c1ccccc1	-4.3	-5.8	12.2
S=C1Nc2cccc3cccc(c23)N1	nt	-5.4	2.3
CCCCNC(=O)N1CCN(c2cc(Cl)nc(SCC(=O)Nc3ccccc3F)n2)CC1C (configuration not stated)	-3.4	-4.5	5.4
COc1ccc(C(C)NC(=O)C2CCN(CCCc3ccccc3)CC2)cc1OC (configuration not stated)	1.2	0.7	1.6
CN1CCN(C2=Cc3ccccc3Oc3ccc(Cl)cc32)CC1	nt	-3.3	0.5
O=C(NCc1cc(-c2ccc(F)cc2F)on1)C1CC1	-6.4	-5.8	1.8
Cc1ccc(CN(CCc2ccccc2)C(=O)CN(CCN2CCCCC2)C(=O)c2ccc(Cl)c(Cl)c2)o1	-1.9	3.1	-3.4
Cn1c(=O)c(C(=O)N2C[C@@H]3[C@@H]4CC[C@@H](C4)[C@@H]3C2)nc2ccccc21	nt	-6.8	5.7
O=C(NCCN1CCOCC1)c1nn2c(C(F)(F)F)cc(-c3cccs3)nc2c1Cl	-6.4	-4.0	-10.7
Cc1nc(-c2ccc(Cn3cc4ncccc4c3O)cc2)no1	nt	-9.6	11.8
SMILES	mcGAS inh	hcGAS inh	NPYLR7 agonist
Cn1nnc2c(NCCC3=CCCCC3)ncnc21	nt	-3.9	9.5
CC(C)(C)c1cc(NC(=O)COc2cc(Cl)ccc2C(N)=O)on1	-1.5	3.8	1.7
CC(C)Cc1ccc(S(=O)(=O)Nc2ccccc2-c2nncn2C)cc1	-4.3	-5.0	6.5
CN1C[C@H](NC(=O)Cc2ccc3c(c2)NC(=O)CO3)C[C@H]1CO	nt	-0.4	-2.9
Cc1cc(C)n(C2CN(S(=O)(=O)NCc3ccccc3)C2)n1	-11.6	-6.9	nt
CCn1c(CN2CCNC(C(=O)NCc3cccnc3)C2)nc2ccccc21 (configuration not stated)	nt	-6.8	17.3
Cc1cccc(C)c1OCC(N)C(C)C (configuration not stated)	-4.4	-4.4	3.6
COc1ccc(N2C(=O)CSC2c2ccc(OC(F)F)cc2)c(OC)c1 (configuration not stated)	-4.7	-4.1	-8.5
CC(C)(C)OC(=O)N1CC(=O)N(Cc2cccc(F)c2)CC(O)C1 (configuration not stated)	-2.6	-8.9	7.8
O=C(Cc1cccc(Cl)c1)N1CCOC(COCc2c(Cl)cccc2Cl)C1 (configuration not stated)	-5.5	-4.2	-4.5
Cc1cnc(SCC2CCCO2)nc1C1CCCN(C(=O)Cc2ccc3c(c2)OCO3)C1 (configuration not stated)	-24.7	-0.8	8.2
COc1cc(=O)n(-c2ccccc2C)nc1C(=O)Nc1ccc(C)cc1C	nt	-2.5	16.7
O=C(NCCc1nc(-c2cccnc2)n[nH]1)c1nc2c(s1)CCCC2	-13.0	-1.3	-2.3
COc1ccc(CN(Cc2cccc(C(F)(F)F)c2)Cc2nc(C(=O)NCc3ccccc3)co2)c(OC)c1	-3.2	-1.2	15.1
Cn1c(=S)n(-c2ccc([N+](=O)[O-])cc2[N+](=O)[O-])c2ccccc21	nt	-5.6	-2.0
CCC(C(=O)Nc1c(-c2ccc(C)cc2)nc2ccccn12)c1ccccc1 (configuration not stated)	-10.7	-11.2	-2.2
O=C(NCc1ccncc1)c1cnn(-c2ccccc2)c1-c1ccccc1	-6.7	-4.2	7.1
COc1cccc(C(c2c(O)cc(C)n(Cc3ccco3)c2=O)N2CCC(C)CC2)c1 (configuration not stated)	nt	-8.0	15.1
CCS(=O)(=O)Oc1ccc(CN(CCOC)C(=O)Nc2ccc(C)cc2C)cc1	-6.7	-9.3	nt
CC(C)CNC(=O)NNC(=O)c1cccn(Cc2cccc(Cl)c2)c1=O	nt	-3.8	6.6
CC(Cl)C(=O)N1CCC(CCc2ccccc2)CC1 (configuration not stated)	-4.6	-2.9	2.0
CN(C)CCN(C(=O)CCCS(=O)(=O)c1ccccc1)c1nc2c(F)cc(F)cc2s1	-11.0	-10.0	5.8
Cc1c(C(=O)N(C)C)c(C(F)(F)F)nn1C1CCCN(C)C1 (configuration not stated)	nt	-8.6	15.9

Ordered by length of the SMILES (highest first): 14 of the compounds above
SMILES	mcGAS inh	hcGAS inh	NPYLR7 agonist
COc1ccc(CN(Cc2cccc(C(F)(F)F)c2)Cc2nc(C(=O)NCc3ccccc3)co2)c(OC)c1	-3.2	-1.2	15.1
Cn1c(=S)n(-c2ccc([N+](=O)[O-])cc2[N+](=O)[O-])c2ccccc21	nt	-5.6	-2.0
CN(C)CCN(C(=O)CCCS(=O)(=O)c1ccccc1)c1nc2c(F)cc(F)cc2s1	-11.0	-10.0	5.8
COc1cccc(C(c2c(O)cc(C)n(Cc3ccco3)c2=O)N2CCC(C)CC2)c1 (configuration not stated)	nt	-8.0	15.1
Cc1cnc(SCC2CCCO2)nc1C1CCCN(C(=O)Cc2ccc3c(c2)OCO3)C1 (configuration not stated)	-24.7	-0.8	8.2
CN1C[C@H](NC(=O)Cc2ccc3c(c2)NC(=O)CO3)C[C@H]1CO	nt	-0.4	-2.9
CCC(C(=O)Nc1c(-c2ccc(C)cc2)nc2ccccn12)c1ccccc1 (configuration not stated)	-10.7	-11.2	-2.2
O=C(Cc1cccc(Cl)c1)N1CCOC(COCc2c(Cl)cccc2Cl)C1 (configuration not stated)	-5.5	-4.2	-4.5
CC(C)(C)OC(=O)N1CC(=O)N(Cc2cccc(F)c2)CC(O)C1 (configuration not stated)	-2.6	-8.9	7.8
CC(C)Cc1ccc(S(=O)(=O)Nc2ccccc2-c2nncn2C)cc1	-4.3	-5.0	6.5
Cc1c(C(=O)N(C)C)c(C(F)(F)F)nn1C1CCCN(C)C1 (configuration not stated)	nt	-8.6	15.9
CC(Cl)C(=O)N1CCC(CCc2ccccc2)CC1 (configuration not stated)	-4.6	-2.9	2.0
Cn1nnc2c(NCCC3=CCCCC3)ncnc21	nt	-3.9	9.5
Cc1cccc(C)c1OCC(N)C(C)C (configuration not stated)	-4.4	-4.4	3.6

Screening data from PubChem BioAssay.

No enrichment for hits (roughly 0.29% active in at least one column).
